SW480 rereplic – A quantitative high throughput screen for small molecules that induce DNA re-replication in SW480 colon adenocarcinoma cells; 340,000 compounds, 1.8% hits; Potency, µM (doses to about 46.1 µM), without a hit: at the highest dose re-replication activation, usual class: activators; SW480 DNA re-replication, Hoechst DNA content imaging, 48 h; further: potency means the concentration at half of the fitted maximal effect; % of control where 0% means no effect; nearly all actives have a fitted effect of over 55% in size
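First, 250 cells per well were seeded. Next, compound or vehicle (23 nL) was pinned in, plates sat 48 hr at 37 C. Finally Hoechst was added for 40 min before fluorescence scanning.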
KB-V1 cytotox – qHTS assay for MDR1-selective chemotherapeutics: Primary screen using the drug-selected MDR subline cells KB-V1; KB-V1 MDR cells viability, CellTiter-Glo, 72 h; Potency, µM (series often up to 46.1 µM), for the others: at the top dose activity change, negative = cytotoxicity, most hits filed as cytotoxic; AID 1347076, 2019; 400,000 compounds, 3.4% hits; further: potency means the concentration at half of the fitted maximal effect; on the % scale 0 is the no-effect control and ±100 the full control effect; nearly all actives have a fitted effect of over 60% in size
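In this primary screen, KB-V1 cells overexpressing P-gp are incubated with library compounds (lowest to highest concentration) for 72 h at 37 degrees C before a luminescent ATP viability read.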
KB-3-1 tox – qHTS assay for MDR1-selective chemotherapeutics: Primary screen using the parental adenocarcinoma cell KB-3-1. KB-3-1 viability, CellTiter-Glo ATP luminescence, 72 h. Potency, µM (top dose mostly 46.1 µM), without a hit: top-dose activity change, negative = cytotoxic, hits mostly cytotoxic. 400,000 compounds, 1.4% hits. AID 1347075, 2019; further: potency means the concentration at half of the fitted maximal effect; on the % scale 0 is the no-effect control and ±100 the full control effect; nearly all actives have a fitted effect of over 60% in size
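KB-3-1 cells, DMEM (no phenol red) + 10% FBS; compound by pin transfer, 72 h, 37 °C. Readout: CellTiter-Glo luminescence after 10 min. Data normalized, curve-fitted.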
HT1080-NT tox – qHTS for induction of synthetic lethality in tumor cells producing 2HG: qHTS for the HT-1080-NT fibrosarcoma cell line; HT-1080-NT fibrosarcoma viability, CellTiter-Glo ATP luminescence, 48 h; Potency, µM (top dose mostly 46.1 µM), without a hit: top-dose activity, negative = less viability, hits mostly cytotoxic; 360,000 compounds, 1.6% hits; AID 686970, 2013;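 further: NT is the 2HG producing partner of a matched IDH1 knockdown line; potency means the concentration at half of the fitted maximal effect; 0% = DMSO-treated cells and -100% = media-only wells without cells; nearly all actives have a fitted effect of over 55% in size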
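Toxicity toward the 2HG-producing NT line was scored as %Activity, normalised to DMSO and no-cell wells, from CellTiter-Glo luminescence after 48 hours' treatment.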
MCF10A rereplic – A quantitative high throughput screen for small molecules that induce DNA re-replication in MCF 10a normal breast cells. MCF 10A DNA re-replication, Hoechst nuclear intensity, 48 h. Potency, µM (top dose mostly 46.1 µM), without a hit: top-dose activity, positive = re-replication, hits mostly activators. 350,000 compounds, 2.9% hits; further: potency means the concentration at half of the fitted maximal effect; % of control where 0% means no effect; nearly all actives have a fitted effect of over 50% in size
HT1080 IDH1KD tx – qHTS for induction of synthetic lethality in tumor cells producing 2HG: qHTS for the HT-1080-IDH1KD cell line. HT-1080 IDH1 knockdown viability, ATP luminescence, 48 h. Potency, µM (top dose mostly 46.1 µM), for inactives: top-dose activity, negative = toxicity, most hits filed as cytotoxic. 360,000 compounds, 2% hits;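 further: potency means the concentration at half of the fitted maximal effect; 0% = DMSO wells and -100% = cell-free medium wells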
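Using the IDH1-knockdown HT-1080 line run in the same batch and compound series as the NT line, viability after 48 h at 37 °C was determined by CellTiter-Glo luminescence and expressed as % activity.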
IL-1B inflam inh – qHTS for Inhibitors of Inflammasome Signaling: IL-1-beta AlphaLISA Primary Screen; THP-1 LPS/ATP IL-1B secretion, AlphaLISA, 16 h; stronger effect = lower value; activity change, % at 57.5 µM; 360,000 compounds, 4.7% hits; AID 743279, 2014; in the data active means activity change below about -50%; inconclusive means mostly about -30% to -49%; further: on the % scale 0 is the no-effect control and ±100 the full control effect
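Secreted IL-1B measured by AlphaLISA bead assay after 16 h compound exposure of THP-1 cells; compounds (final up to 57.5 uM) added 1 h before LPS (250 ng/mL) and ATP (1.25 mM) stimulation; lower signal means less secretion.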
WRN helicase inh – qHTS for Inhibitors of WRN Helicase; WRN helicase unwinding, fluorescent forked duplex, kinetic; Potency, µM (highest dose often 114 µM), for inactives: at the top dose activity change, negative = inhibition, most hits filed as inhibitors; AID 651768, 2012; Bifunctional 3'-5' exonuclease/ATP-dependent helicase WRN (Homo sapiens), Q14191; 360,000 compounds, 0.46% hits; further: potency means the concentration at half of the fitted maximal effect; on the % scale 0 is the no-effect control and ±100 the full control effect; nearly all actives have a fitted effect of over 55% in size
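Primary qHTS, 1536-well format. 20 nM WRN + compound, 15 min RT; start with 100 nM forked fluorophore/quencher duplex, 2 mM ATP (final); kinetic read ex 525/em 598 nm.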
ATXN2 expr inh – Primary qHTS for Inhibitors of ATXN expression. HEK-293 ATXN2-luciferase reporter, luminescence, 24 h. Potency, µM (titrated, usually from 57 µM), inactives show at the top dose activity change, negative = inhibition, usual class: inhibitors. 360,000 compounds, 0.72% hits; further: potency means the concentration at half of the fitted maximal effect; on the % scale 0 is the no-effect control and ±100 the full control effect; nearly all actives have a fitted effect of over 55% in size
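qHTS (up to 57 uM final) was run with 24 h compound exposure of reporter cells at 37 °C. Each well was multiplexed: SteadyGlo luminescence measured ATXN2-luciferase expression after a fluorogenic Gly-Phe-AFC viability readout (25 uM final).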
Starred values were filed as active, the others as inactive; ? = inconclusive; · = no result given; [ ] = dose if it differs, or a comment. Unless noted, the call rests on the fitted dose curve; in most records, active means well fitted curve in the direction sought with a large enough effect; inconclusive means small, poorly fitted or top-dose-only effect, or another doubt; inactive means no such curve, though single readings can be large; an effect the other way counts as inactive or inconclusive.

(1) CC1=CC(C)(C)N(C(=O)CSc2nncn2C)c2ccccc21
(2) CC(=O)c1c(O)cc(O)cc1CC(=O)O
(3) S=C(N/N=C1\CCc2ccccc21)NC1CCCCC1
(4) O=C(NC1CCCCC1)c1cccc2c1C(=O)c1ccc(N3CCCC3)cc1S2(=O)=O
(5) CCCCCCCCCCCC(=O)c1c(O)cccc1O
(6) CN(Cc1ccccc1)C(=O)[C@@H]1CCCN1C(=O)[C@@H]1CCCN1C(=O)c1cccs1
(7) Cc1ccccc1OCC(=O)OCC(=O)Nc1cc(S(=O)(=O)N2CCCCC2)ccc1Cl
(8) COc1ccc(S(=O)(=O)N(C)C[C@H]2Oc3ccc(NS(=O)(=O)c4c(C)noc4C)cc3C(=O)N([C@H](C)CO)C[C@@H]2C)cc1

Assay by compound	1	2	3	4	5	6	7	8
SW480 rereplic	6%	-24%	-10%	2%	-11%	·	-6%	-16%
KB-V1 cytotox	-11%	0%	-29%	-14%	-2%	-6%	-20%	16%
KB-3-1 tox	0%	-1%	0%	-5%	?	5%	0%	18%
HT1080-NT tox	1%	1%	-3%	4%	1%	11%	-1%	24%
MCF10A rereplic	?	-3%	?	-10%	?	·	11%	1%
HT1080 IDH1KD tx	-3%	-3%	-14%	7%	-9%	10%	-3%	-2%
IL-1B inflam inh	20	-1	39	-21	27	43	9	-4
WRN helicase inh	-12%	-12%	-10%	1%	-16%	3%	3%	-7%
ATXN2 expr inh	-3%	4%	·	0%	-36%	9%	-11%	7%

Pulled by structure from the list above, 2 records:
(1) CC1=CC(C)(C)N(C(=O)CSc2nncn2C)c2ccccc21
(8) COc1ccc(S(=O)(=O)N(C)C[C@H]2Oc3ccc(NS(=O)(=O)c4c(C)noc4C)cc3C(=O)N([C@H](C)CO)C[C@@H]2C)cc1

Assay by compound	1	8
SW480 rereplic	6%	-16%
KB-V1 cytotox	-11%	16%
KB-3-1 tox	0%	18%
HT1080-NT tox	1%	24%
MCF10A rereplic	?	1%
HT1080 IDH1KD tx	-3%	-2%
IL-1B inflam inh	20	-4
WRN helicase inh	-12%	-7%
ATXN2 expr inh	-3%	7%

Remaining list, next part.
(9) CCC(C(=O)N/N=C/c1cccnc1)c1ccccc1 (stereo not given)
(10) COC(=O)c1ccc(CSC2=NC[C@@H]3[C@@H]4C(=O)N(C)C(=O)[C@@H]4[C@](C)(C(=O)OC)N23)cc1
(11) Cc1ccc(N(C(=O)CS(=O)CC(=O)Nc2ccc(F)cc2)C(C)C(=O)NC(C)(C)C)cc1 (stereo not given)
(12) CC(=O)N(C)c1ccc(NC(=O)Nc2ccc(C)c(C)c2)cc1
(13) NC(=O)C1C2CCC(C2)C1C(N)=O (stereo not given)
(14) N#Cc1ccsc1NC(=O)CN1CCN(S(=O)(=O)c2ccccc2C(F)(F)F)CC1
(15) Cc1ccc(C2(C)NC(=O)N(CC(=O)N3CC(=O)Nc4ccccc43)C2=O)cc1 (stereo not given)
(16) Cc1ccc(-n2nnnc2Sc2ccc(S(=O)(=O)NCCN(C)C)cc2[N+](=O)[O-])cc1

Assay by compound	9	10	11	12	13	14	15	16
SW480 rereplic	1%	-3%	0%	-3%	21%	10%	1%	8.2µM*
KB-V1 cytotox	?	?	-21%	-2%	-6%	-10%	5%	?
KB-3-1 tox	0%	0%	13%	?	-2%	15%	-7%	1%
HT1080-NT tox	12%	15%	8%	-9%	1%	-5%	16%	?
MCF10A rereplic	-2%	-3%	7%	-1%	-2%	?	2%	?
HT1080 IDH1KD tx	5%	14%	11%	-12%	-6%	-3%	8%	23µM*
IL-1B inflam inh	35	11	-20	?	15	9	8	-51*
WRN helicase inh	4%	4%	5%	0%	?	-9%	-6%	0%
ATXN2 expr inh	-7%	10%	-7%	31%[activator]	-8%	17%	-2%	?

(17) Nc1cccc(OCCCCCOc2cccc(N)c2)c1
(18) Cc1cc(-c2nnc(SCC(=O)Nc3ccccc3F)n2N)n[nH]1
(19) Cn1c(=O)c2c(nc(Oc3ccccc3N)n2C)n(C)c1=O
(20) CC(=O)c1cccc(NC(=O)c2ccncc2)c1
(21) CCC(CC)NC(=O)Nc1ccc(F)c(Cl)c1
(22) Cc1c(-c2ccccc2)[n+](=O)c(-c2ccc(Br)cc2)c(C)n1[O-]
(23) CSc1ccccc1C(=O)Nc1c(C)cccc1C
(24) CCOc1ccc(C(=O)Nc2ccc(-c3cc4ccccc4oc3=O)c(C)c2)cc1[N+](=O)[O-]

Assay by compound	17	18	19	20	21	22	23	24
SW480 rereplic	·	0%	-7%	-2%	-1%	-22%	0%	-4%
KB-V1 cytotox	-6%	4%	1%	-13%	8%	1%	-12%	-12%
KB-3-1 tox	-13%	9%	3%	20%	1%	1%	-5%	-1%
HT1080-NT tox	?	20%	-1%	26%	-3%	1%	-13%	-8%
MCF10A rereplic	·	-6%	5%	-1%	3%	1%	1%	?
HT1080 IDH1KD tx	?	3%	-11%	0%	-7%	21%	-4%	-11%
IL-1B inflam inh	-28	-8	20	-6	-16	26	0	66
WRN helicase inh	0%	5%	2%	0%	5%	-2%	10%	-26%
ATXN2 expr inh	·	14%	·	-1%	-9%	·	-18%	·

New compounds follow
#	Structure	SW480 rereplic	KB-V1 cytotox	KB-3-1 tox	HT1080-NT tox	MCF10A rereplic	HT1080 IDH1KD tx	IL-1B inflam inh	WRN helicase inh	ATXN2 expr inh
25	CC1CCN(C(=S)Nc2ccc3nc4n(c(=O)c3c2)CCCCC4)CC1	-4%	6.5µM*	-21%	-3%	?	-7%	17	-5%	-17%
26	CC(Sc1nnc(C(F)(F)F)n1C)C(=O)NC(N)=O (stereo not given)	-2%	0%	-1%	2%	-6%	4%	-13	4%	1%
27	CCCC(=O)N1CCN(Cc2ccc3c(c2)OCO3)CC1	-4%	?	-2%	0%	?	-2%	0	11%	-7%
28	Cc1nc(C)c(-c2nnc(-c3ccc(C(C)(C)C)cc3)o2)cc1C(=O)NN	0%	-15%	-10%	-13%	11%	-22%	18	-16%[57.1 µM]	-20%
29	O/N=C(\c1ccc(Cl)cc1)c1ncc(C(F)(F)F)cc1Cl	?	-2%	-9%	?	?	?	4	-1%	-19%
30	Nc1c(N(Cc2ccco2)C(=O)COc2ccccc2Cl)c(=O)[nH]c(=O)n1Cc1ccccc1	3%	-2%	0%	4%	1%	-4%	4	10%	·
31	CSc1ccccc1NC(=O)CN(C)C(C)C(=O)NC(=O)NC1CCCCC1 (stereo not given)	-16%	-1%	4%	-3%	-19%	-11%	-15	-2%	-5%
32	C[C@H](NC(=O)Cc1cccc2ccccc12)C(=O)N1CCOCC1	-2%	21%	-1%	0%	7%	1%	11	6%	-11%

Individual results from the list.
Under IL-1B inflam inh, CC1=CC(C)(C)N(C(=O)CSc2nncn2C)c2ccccc21 shows 20
Under IL-1B inflam inh, Cc1nc(C)c(-c2nnc(-c3ccc(C(C)(C)C)cc3)o2)cc1C(=O)NN shows 18
Under MCF10A rereplic, Cc1ccc(N(C(=O)CS(=O)CC(=O)Nc2ccc(F)cc2)C(C)C(=O)NC(C)(C)C)cc1 (stereo not given) shows 7%
Under HT1080-NT tox, CCOc1ccc(C(=O)Nc2ccc(-c3cc4ccccc4oc3=O)c(C)c2)cc1[N+](=O)[O-] shows -8%
Under IL-1B inflam inh, Cc1cc(-c2nnc(SCC(=O)Nc3ccccc3F)n2N)n[nH]1 shows -8
Under SW480 rereplic, CCCCCCCCCCCC(=O)c1c(O)cccc1O shows -11%

(continued)
#	Structure	SW480 rereplic	KB-V1 cytotox	KB-3-1 tox	HT1080-NT tox	MCF10A rereplic	HT1080 IDH1KD tx	IL-1B inflam inh	WRN helicase inh	ATXN2 expr inh
33	Nc1nonc1-n1nncc1-c1ccccc1	-5%	12%	-4%	11%	0%	18%	3	-25%	1%
34	CC1CCCN(C(=O)CCNS(=O)(=O)c2ccc3c(c2)oc(=O)n3C)C1 (stereo not given)	-10%	24%	4%	2%	1%	19%	17	-6%	5%
35	Cc1ccc(N(CC(=O)NC2CCCCC2)C(=O)c2ccc(C)s2)cc1	2%	?	?	13%	-4%	-5%	-16	-4%	2%
36	CC12CCC(C(N)=O)(c3nc4ccccc4nc31)C2(C)C (stereo not given)	-2%	0%	-13%	10%	-1%	-6%	-16	-5%	-1%
37	COc1ccccc1C(C#N)c1cccc(Cl)n1 (stereo not given)	-2%	23%	4%	-3%	-7%	0%	-1	-6%	·
38	Cc1cc(OCC(=O)N2CCN(c3ccccn3)CC2)c(C)cc1Br	0%	?	18%	1%	17%	3%	-5	-29%	1%
39	CCOC(=O)C1(C)C=C(Nc2ccc(C)cc2)C(=O)N1c1ccc(C)cc1 (stereo not given)	0%	-7%	7%	9%	-14%	13%	0	-5%	-14%
40	COc1ccc(-c2nc(SC(CC(=O)NCc3ccccc3)c3ccc(OC)c(OC)c3)n[nH]2)cc1 (stereo not given)	?	16%	-4%	-6%	0%	-9%	5	-9%	·
41	COc1ccc(C(=O)NCC2CCCO2)cc1OC (stereo not given)	-14%	?	4%	19%	?	23%	-8	6%	11%
42	Cc1cc(C)c2cc(C(=O)Nc3ccccc3)[nH]c2c1	-13%	-24%	-1%	-26%	1%	-14%	-23	-3%	15%
43	C[C@@H]1COC(=O)[C@H](CC(=O)OC(C)(C)C)C/C=C\C[C@H](CC(=O)NCCO)C(=O)N1	0%	18%	13%	14%	4%	11%	0	8%	2%
44	COCCCN1C(=O)C(CC(=O)NC2CC2)CC(C(=O)N(C(C)C)C(C)C)=C1C (stereo not given)	·	28%	0%	30%	·	17%	0	2%	7%
